HTR2A ag: agonists of mouse serotonin 5-HT2A receptor (HTR2A). P35363. CHO-K1 mHTR2A beta-arrestin complementation, luminescence; percent of 30 µM serotonin response. activation, % at 7.6 µM. 360,000 compounds, 0.66% hits. AID 624169;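 active = activation above a run cutoff, the mean activation of all tested compounds plus 3 SD, cut at about 14% in these data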;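 also: 0% = plate median of compound wells and 100% = 30 µM serotonin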
CaV13 ICDI inh: Disruptors of the CACNA1D IQ motif to Ca2+-dependent inactivation inhibitor domain association, primary screening, Förster resonance energy transfer in intact living … | HEK cells, CFP/YFP FRET ICDI-IQ, plate reader, 10 min; percent FRET-ratio fall versus neutral wells | inhibition, % at 12.3 µM | 340,000 compounds, 0.098% hits;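 active = mean replicate inhibition of at least 30% and at least 1% of replicates passing that level; inconclusive = only one of the two criteria is met; inactive = neither criterion is met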;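 also: 0% = median of the neutral control wells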
MC4R ag barr: human MC4R agonism via beta-arrestin. P32245. 360,000 compounds, 0.98% hits. activation, % at 8.9 µM. U2OS MC4R beta-arrestin complementation, luminescence; percent of melanotan II response, DMSO zero;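 active = activation above a per-plate cutoff, the mean activation of sample wells on that plate plus 3 SD, cut at about 8% in these data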
Target sequence (P32245 whole entry, looked up): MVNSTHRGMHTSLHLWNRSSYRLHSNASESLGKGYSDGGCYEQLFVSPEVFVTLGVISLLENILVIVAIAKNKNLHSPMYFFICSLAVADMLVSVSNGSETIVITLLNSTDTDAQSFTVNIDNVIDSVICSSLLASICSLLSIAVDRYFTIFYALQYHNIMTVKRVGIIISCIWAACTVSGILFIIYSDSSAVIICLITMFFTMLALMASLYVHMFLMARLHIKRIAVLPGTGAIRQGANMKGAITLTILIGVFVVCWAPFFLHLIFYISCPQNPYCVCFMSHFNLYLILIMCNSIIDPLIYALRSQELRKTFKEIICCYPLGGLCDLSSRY
PDI turbidity: blocks human protein disulfide isomerase activity; P07237; PDI insulin aggregation turbidity, A650, 90 min; inhibition, % at 10 µM; 350,000 compounds, 0.052% hits;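 active = mean inhibition across replicates of 30% or more, whatever share of single replicates reach that level; inconclusive = mean inhibition below 30% while every single replicate reaches 30%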;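 also: absorbance from insulin aggregation driven by PDI reduction with DTT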
Target sequence (P07237 whole entry, looked up): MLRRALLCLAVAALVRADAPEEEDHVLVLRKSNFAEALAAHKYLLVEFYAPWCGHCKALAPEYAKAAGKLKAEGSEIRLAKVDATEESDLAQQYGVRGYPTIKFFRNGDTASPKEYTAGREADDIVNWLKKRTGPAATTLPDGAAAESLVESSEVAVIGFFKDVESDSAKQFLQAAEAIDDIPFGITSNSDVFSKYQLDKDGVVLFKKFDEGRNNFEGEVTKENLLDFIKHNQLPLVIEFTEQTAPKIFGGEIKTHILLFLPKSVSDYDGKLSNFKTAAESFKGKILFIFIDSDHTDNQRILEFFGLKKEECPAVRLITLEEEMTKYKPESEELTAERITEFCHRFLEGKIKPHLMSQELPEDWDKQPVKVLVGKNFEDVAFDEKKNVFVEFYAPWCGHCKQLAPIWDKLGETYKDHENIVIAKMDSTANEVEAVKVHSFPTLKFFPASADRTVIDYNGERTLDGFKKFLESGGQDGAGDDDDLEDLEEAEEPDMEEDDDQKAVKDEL
N-glyco inh: N-linked glycosylation inhibition; D54 ERlucT glycosylation luciferase reporter, 24 h; percent of 100 nM tunicamycin response; reporter increase, % at 12.5 µM; 360,000 compounds, 0.23% hits;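 active = mean luciferase reporter signal, scaled so untreated is 0 and the glycosylation-blocking control 100, at or above a set limit in every replicate; inconclusive = mean reaches the limit but not every replicate does; inactive = mean below the limit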;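 also: luciferase carries N-glycosylation sites so blocking glycosylation raises the light; 0% = median of neutral control wells and 100% = median of 100 nM tunicamycin wells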
Vif inh: blocks HIV Vif function; HEK293T cells, Vif self-association by quenched fluorescence, imaging, 24 h; inhibition, % at 7.49 µM; 340,000 compounds, 0.35% hits; AID 602346; in the data active = inhibition above about 50%, passing the limit was not always enough; inconclusive = no clear call, values can overlap the other calls; inactive = below about 31%; also: some results filed as inactive read as strong as hits
H9c2 protect: myocardial damage modulation in H9c2 cells; H9c2 cardiomyocytes, H2O2 injury protection, ATPLite, 2 h; protection from H2O2 cell death, % at 20 µM; 360,000 compounds, 0.63% hits; AID 588492;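 active = compounds giving at least 50% protection of heart cells from peroxide-induced death in the single-dose screen, raw or plate-pattern-corrected value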;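 also: 0% = DMSO wells with peroxide and 100% = DMSO wells without peroxide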
MC4R antag cAMP: antagonists of human melanocortin 4 receptor (MC4R) | 360,000 compounds, 0.48% hits | inhibition, % at 6.5 µM | MC4R-expressing cells, MTII-stimulated cAMP, LANCE TR-FRET | AID 540295;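 active = inhibition above its plate's cutoff, the mean of tested wells on that plate plus 3 SD, cut at about 29% in these data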;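 also: 0% = Melanotan II alone and 100% = Melanotan II plus saturating MCL0020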
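Assay system: U2OS cells stably expressing human melanocortin 4 receptor (MC4R) / Dosing: 6.5 µM / Timing: compound 30 min, challenge 1 h, detection 1 h / Measured by: Eu-cAMP/anti-cAMP TR-FRET, emission 671 nm / Replicates: singlicate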
ABCB6 inh MLPCN: blocks the human ABCB6 transporter; Q9NP58; K562-ABCB6 porphyrin accumulation, flow cytometry, 1 h; stronger effect = lower value; fluorescence ratio to DMSO, % at 10 µM; 360,000 compounds, 0.19% hits; AID 602162;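 active = fluorescence ratio to DMSO below 75%, the collection mean minus 3 SD; inconclusive = too few cells collected in the well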;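 also: signal is porphyrin accumulated inside mitochondria; 100% equals median channel fluorescence of DMSO control wells; lower ratio means ABCB6 inhibition with less porphyrin fluorescence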
aDG glyco up: alpha-DG glycosylation activation. Pro5-aDG cells, alpha-DG glycosylation AlphaScreen (IIH6); 0% Pro5, 100% B10-LARGE cell signal. activation, % at 10 µM. 360,000 compounds, 0.22% hits;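 active = activation of at least 8% versus controls, or a plate z-score of at least 8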;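 also: Pro5 are CHO cells carrying HIG-tagged alpha-DG that lacks glycosylation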
Numbers without * were called inactive; ? = inconclusive; / = no result given.

SMILES	HTR2A ag	CaV13 ICDI inh	MC4R ag barr	PDI turbidity	N-glyco inh	Vif inh	H9c2 protect	MC4R antag cAMP	ABCB6 inh MLPCN	aDG glyco up
CCc1nc2c(OCc3ccc(C(=O)N(C)C)cc3)cccn2c1N(C)C(=O)Nc1ccccc1OC	1	-10	-0.3	-5	2	6	10	5	96	0.3
CCOc1cccc(-c2nn(-c3ccccc3)cc2/C=C(/C#N)C(=O)NCCCn2ccnc2)c1	-6	-4	5.8	-4	-3	-15	-27	1	97	-0.4
Cc1nc2cc(C(=O)OCC(=O)NC34CC5CC(CC(C5)C3)C4)ccc2n1-c1ccccc1	3	-9	-0.3	-12	0	3	-14	0	97	-0.1
COC(=O)[C@H](Cc1ccccc1)NC(=O)NCCc1ccc(OC)cc1	0	-4	0.0	-1	1	-13	-2	27	98	0.1
S=C(Nc1ccc(Cl)cc1Cl)N1CCCCC1	-1	-6	-0.1	-4	2	-8	1	12	98	0.1
COc1ccc(N(CC(=O)Nc2cc(C)on2)S(=O)(=O)c2ccc(Cl)cc2)cc1	2	-1	-1.6	6	-1	-3	0	11	87	-0.2
COc1ccc(NC(=O)N(C)C[C@H]2OCCCC[C@H](C)Oc3ccc(NS(=O)(=O)c4cn(C)cn4)cc3C(=O)N([C@H](C)CO)C[C@@H]2C)cc1	3	-10	1.7	1	2	-2	-4	14	98	1.8
CCOc1ccc(CN(C)C(=O)CNC(=O)c2ccccc2)cc1	-2	-2	-0.1	-2	-1	-11	1	1	99	-0.1
C=CC[C@@H](CC(=O)NCCO)C(=O)NCCOC(=O)[C@@H](CC=C)Cc1ccc(F)cc1	-1	-2	-0.6	-4	1	9	12	6	87	0.2
NNC(=O)CC(=O)NC1(Cc2ccc(O)cc2)CCCCC1	0	-5	0.3	9	3	9	4	25	104	-0.1
COc1ccc(NC(=S)NNc2ccc(C(=O)O)cc2)cc1	0	-3	-0.5	-5	-6	-5	0	5	88	0.1
Cc1ccc(-c2nnn(CC(=O)N(CC3CCCO3)C(C(=O)NC3CCCC3)c3ccc(F)cc3)n2)o1 (stereo not drawn)	-2	/	0.2	5	-2	4	-2	-2	100	-0.1
COc1ccccc1CC(=O)N1CCC(n2nccc2NC(=O)C2CCOC2)CC1 (stereo not drawn)	-6	-3	-4.8	-4	4	-2	-3	4	98	0.1
O=C1CN(C(=O)/C=C/c2cccc(Cl)c2)c2ccccc2N1	-8	-5	-1.9	-6	-1	8	8	-13	98	0.4
O=C(Cn1c(=O)oc2cc(S(=O)(=O)N3CCCC3)ccc21)Nc1ccc(C(F)(F)F)cc1	0	-3	-0.1	1	-1	-5	-13	6	95	0.4
CCSc1nnc(NC(=O)NC(C)(C(F)(F)F)C(F)(F)F)s1	2	-2	0.0	-1	-1	6	-13	9	98	0.1
CCCOc1c(Br)cc(C(=O)OCC(=O)NC(=O)c2cccn2C)cc1OC	-12	-2	18*	6	3	-3	-11	1	91	-0.1
C=C1CCN(C(CC(C)C)C(=O)OC)S(=O)(=O)c2ccccc21 (stereo not drawn)	-5	-10	-0.2	-9	-3	1	1	4	103	0.0
NC(N)=NCc1cccc(I)c1	-5	-5	-0.2	-1	2	2	-2	9	106	-0.2
Cc1ccc(NS(=O)(=O)c2ccc3c(c2)CC(=O)N3)cc1F	4	-3	-1.3	-1	-2	?	-2	3	97	-0.1
CC(C)C[C@H]1COc2cccc(N3CCC[C@H]3CO)c2S(=O)(=O)N1	-1	-7	/	/	/	/	/	/	99	-0.2
CCOCCCN(C(=O)Cn1nnc(-c2ccc(C)o2)n1)C(C(=O)NCC1CCCO1)c1ccc(F)cc1 (stereo not drawn)	2	-4	0.5	-1	0	-14	5	0	102	0.2
Cc1ccc(C23OCCN2CCn2nc4ccccc4c23)cc1 (stereo not drawn)	3	-9	-1.1	3	-2	-1	0	7	101	-0.1
COc1ccc(C2N(C(=O)CN3CCOCC3)CCN2S(=O)(=O)c2ccccc2)cc1 (stereo not drawn)	5	-4	-0.4	8	1	3	-3	4	93	0.2
O=C(Cc1cccc2ccccc12)NN=Cc1ccc2c(c1)CCC2	-1	-7	13*	-20	2	-2	-8	-3	101	0.4
Cc1cccc(NC(=S)NCc2ccc3c(c2)cc(C)n3C)c1C	1	-1	-0.6	/	-2	/	-13	5	102	-0.4
O=C1CN(C(=O)COC(=O)c2cnc(Cl)c(Cl)c2)c2ccccc2N1	0	-6	-2.6	-1	0	21	17	21	103	0.5
CC(C)(C)c1ccc(-c2noc(CNC(=O)c3ccco3)n2)cc1	7	-3	-0.2	-10	2	-3	-6	-2	99	0.2
Cc1ccc(OCCNC(=O)c2cccc(C)c2)cc1	-6	-5	-0.3	8	-1	4	-6	-3	96	0.0
CC12CCC(C(=O)N3CCCCCC3)(OC1=O)C2(C)C (stereo not drawn)	2	-5	2.9	-2	0	5	0	7	99	-0.2
CCn1c(CSc2nc(C)cc(C)n2)nnc1SCC(=O)Nc1nc(-c2ccccc2)cs1	7	-5	0.0	2	0	-14	3	0	81	-0.1
COCCNC(=O)c1cc2c(-c3ccc(Cl)cc3)nn(C)c2s1	-2	?	0.4	2	7	-12	2	22	93	0.1
CCc1cc(C(=O)OC)c(N2C(=O)C3C4C=CC(C4)C3C2=O)s1 (stereo not drawn)	2	-6	-1.5	2	2	16	1	2	99	0.0
COc1ccc(-c2nnc(NC(=O)CSc3ccc(Cl)cc3)s2)cc1OC	0	-3	0.2	-8	-2	-5	-6	6	105	0.2
N=C1/C(=C\c2ccc(OC(=O)c3ccc(F)cc3)cc2)C(=O)N=C2SC(N3CCOCC3)=NN12	-9	-3	-2.9	3	5	18	6	6	99	-0.3
O=C(CCSc1ccccc1)NCCSc1ccccn1	1	-5	-1.9	0	1	4	-5	-2	98	-0.3
O=C(OCc1nnc(-c2ccccc2)o1)C1=COCCO1	1	/	-2.5	-5	1	8	3	-1	97	0.1
CCOC(=O)c1c(C)n(C)c2ccc(OC)c(NS(=O)(=O)c3ccc(Cl)s3)c12	0	-5	-1.8	-2	-3	-17	0	19	95	0.3
CC(NC(=O)COC(=O)c1cc(=O)c2ccccc2o1)c1ccccc1 (stereo not drawn)	1	-4	-0.8	6	0	8	6	-1	100	-0.1
Cc1ccc(C)c(OCCC(=O)OCC(=O)NC(=O)NC2CCCCC2)c1	2	-5	4.5	-4	-1	12	-8	3	98	0.3
Cc1ccc(C)c(Nc2cc(C)nc(-c3ccccc3O)n2)c1	-7	-7	3.9	-2	10	2	-11	-7	101	0.0
CC(OC(=O)/C=C/c1cccs1)C(=O)Nc1ccc(C(N)=O)cc1 (stereo not drawn)	8	-6	-2.2	-10	2	3	-3	8	95	0.2
CC(C)(C)c1ccc(S(=O)(=O)N2CCNC(=O)C2)cc1	5	-4	-1.9	9	3	-7	-3	6	97	-0.2
CN(C)S(=O)(=O)c1cccc(-c2cn3cc(Cl)ccc3n2)c1	4	/	-1.4	6	0	-11	0	0	92	-0.4
COc1ccccc1N1CCN(CC(=O)Nc2ccc(CN3CCCCC3)cc2)CC1	5	-5	-1.7	-13	-2	-1	0	5	97	0.2
Cc1nc(CSc2nsc(/C=C/N(C)C)c2C#N)cs1	4	-5	-0.7	6	1	13	-2	-3	103	-0.2
COc1ccc(-c2cc(C(=O)OCC(=O)NC3CC3)c3ccccc3n2)cc1OC	0	-16	-0.9	-5	3	16	9	9	97	-0.1
CCc1ccc(NC(=O)c2cnc3n(c2=O)CCS3)cc1	-9	-6	-0.4	2	-1	-1	-28	13	101	0.0
Cn1nc(C(=O)NCCc2ccc3c(c2)OCCO3)c2ccccc2c1=O	-5	-6	-3.1	-5	3	1	9	1	100	-0.1
O=C(O)CCSc1nnc(COc2cccc3ccccc23)n1-c1cccc(Cl)c1	-2	-5	-0.7	13	1	9	3	15	97	-0.1
CC(=O)Nc1ccc(S(=O)(=O)N(CC(=O)O)Cc2ccccc2)cc1	1	/	-2.2	0	-1	-5	4	-3	98	-0.2
O=C(NC1(C(F)(F)F)NC(=O)N(C2CCCC2)C1=O)C1CC1 (stereo not drawn)	2	1	-1.8	12	1	8	10	8	95	-0.1
COCCNC(=O)c1ccc(S(=O)(=O)N2CCCc3ccccc32)cc1	2	-3	-0.3	-29	1	-1	-2	-9	98	0.1
CC(C)C(NS(=O)(=O)c1cccs1)C(=O)N(C)Cc1ccccc1 (stereo not drawn)	-5	/	-0.8	-5	1	0	0	-6	83	-0.1
CN(C)C(CNC(=O)CCNC(=O)c1ccc(Cl)cc1)c1ccco1 (stereo not drawn)	-4	-1	0.6	2	1	-3	0	1	101	0.5
COc1cc2c(cc1OC)C1c3ccc(OC)c(OC)c3OCC1(O)C2 (stereo not drawn)	1	-6	-0.8	4	0	24	2	10	91	0.3

Assay outcomes as filed in PubChem.

The order is random. About 3.6% of those tested had a hit in this group.
